Source: PubChem BioAssay
CRFBP-R2 agonist = agonists of CRF-BP/CRF-R2 complex, primary screen, cell-based, HEK293, calcium dye fluorescence, uHTS. AID 588473, 2011. CRF-binding protein / CRF receptor 2 complex (human). activation, % at 13.2 µM. calcium dye fluorescence (FLIPR); percent of saturating CRF peptide response. 350,000 compounds, 0.46% hits;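 active means activation of at least 50%, plus an integration ratio under a set limit after plate pattern correction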;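 further: plate controls were neutral control wells without compound for no effect and CRF at EC100 for full effect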
CHRM4 PAM = human M4 muscarinic receptor positive allosteric modulators, primary screen, CHO-K1 cells, Fluo-8 calcium fluorescence. CHO-K1 hM4/Gqi5, ACh EC20; 0% = ACh EC20, 100% = maximal ACh. 360,000 compounds, 0.4% hits. activation, % at 3 µM. Muscarinic acetylcholine receptor M4 (Homo sapiens), P08173;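 active means activation above its plate's cutoff, the mean activation of sample wells plus 3 SD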; further: some results filed as inactive read as strong as hits
IDE cell activ = human IDE activators in live cells, primary screen, fluorescence polarization, HEK cells, FAbeta-B substrate | FAbeta-B cleavage; 0% vehicle, 100% cell-free pure enzyme wells | activation, % at 5.96 µM | 340,000 compounds, 0.073% hits | AID 493087, 2011;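 active means activation above the mean of all tested compounds plus 3 SD, set per screening campaign, cut at about 17% in these data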
Target sequence (P14735 whole entry, looked up): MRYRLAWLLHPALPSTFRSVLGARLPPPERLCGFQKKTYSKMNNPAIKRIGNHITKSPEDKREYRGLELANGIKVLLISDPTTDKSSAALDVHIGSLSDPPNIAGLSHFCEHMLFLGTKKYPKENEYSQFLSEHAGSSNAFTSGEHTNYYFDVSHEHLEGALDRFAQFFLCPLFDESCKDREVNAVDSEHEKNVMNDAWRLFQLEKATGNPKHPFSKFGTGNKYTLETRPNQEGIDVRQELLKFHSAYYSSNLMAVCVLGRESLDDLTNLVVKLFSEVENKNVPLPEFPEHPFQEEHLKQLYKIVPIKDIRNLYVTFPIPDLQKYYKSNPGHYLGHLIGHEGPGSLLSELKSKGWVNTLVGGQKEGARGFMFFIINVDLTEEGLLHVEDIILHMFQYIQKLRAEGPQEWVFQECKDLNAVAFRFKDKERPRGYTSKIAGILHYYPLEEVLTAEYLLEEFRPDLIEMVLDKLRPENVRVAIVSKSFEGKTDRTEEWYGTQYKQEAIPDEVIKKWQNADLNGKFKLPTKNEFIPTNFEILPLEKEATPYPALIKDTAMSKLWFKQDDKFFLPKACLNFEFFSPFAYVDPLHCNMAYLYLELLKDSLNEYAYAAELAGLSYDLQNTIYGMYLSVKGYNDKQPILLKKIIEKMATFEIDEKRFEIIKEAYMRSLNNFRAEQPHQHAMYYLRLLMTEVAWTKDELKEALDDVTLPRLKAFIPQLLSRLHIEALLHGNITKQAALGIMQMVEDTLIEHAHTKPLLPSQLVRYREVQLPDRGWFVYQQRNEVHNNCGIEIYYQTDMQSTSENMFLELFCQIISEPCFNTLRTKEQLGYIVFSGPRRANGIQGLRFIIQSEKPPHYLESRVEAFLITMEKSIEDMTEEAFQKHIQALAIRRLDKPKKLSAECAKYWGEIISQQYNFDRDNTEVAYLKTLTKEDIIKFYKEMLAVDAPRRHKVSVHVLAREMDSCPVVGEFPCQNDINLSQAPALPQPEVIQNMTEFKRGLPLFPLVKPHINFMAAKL
GalR3 antag = GalR3 antagonists in HEK293 cells, primary screen, cell-based, fluorescence readout; Galanin receptor type 3 (Homo sapiens), O60755; inhibition, % at 3 µM; 360,000 compounds, 0.44% hits; HEK293 GalR3-CNG cAMP membrane potential fluorescence; galR3 body fused to GalR1 C-terminus;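 active means inhibition above the screen-wide average plus 3 SD, cut at about 13% in these data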;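 further: forskolin and galanin both at EC90 stimulate the cells; cAMP rise reported by CNG channel membrane potential dye signal; 0% = forskolin plus galanin with DMSO and 100% = forskolin alone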
IDE inh = human IDE inhibitors in live cells, primary screen, fluorescence polarization, HEK cells, FAbetaB substrate; AID 434962, 2010; Insulin-degrading enzyme (Homo sapiens), P14735; 320,000 compounds, 0.41% hits; inhibition, % at 5.59 µM; FAbetaB cleavage;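 active means percent inhibition above the average of all tested compounds plus 3 SD, set per screening campaign, cut at about 16% in these data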;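 further: IDE supplied by intact live HEK cells; FP after avidin binding of uncleaved biotin substrate so inhibition keeps polarization high; 0% = DMSO wells and 100% = 60 µM reference IDE inhibitor Ii1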
pCIP destab = p/CIP-EGFP fusion destabilizers, primary screen, fluorescence, F442A cells | 290,000 compounds, 0.01% hits | decrease of EGFP signal, % at 10 µM | 16 h | AID 1984, 2009 | Q05BA5;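 active means EGFP signal decrease of at least 30% at 10 µM or well 3 SD below plate mean, unless failing retest; inactive means the rest, including hits failing retest or dose response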; further: some compounds called inactive have numbers as strong as hits; many of its hits are not listed in these tables
PHOSPHO1 inh = PubChem AID 1565. 290,000 compounds, 1.1% hits. recombinant PHOSPHO1, absorbance phosphatase assay. inhibition, % at 13.3 µM; in the data active means inhibition above about 60%
CRFBP-R2 block = antagonists of CRF-BP/CRF-R2 complex, primary screen, cell-based, HEK293, calcium dye fluorescence, uHTS; inhibition, % at 11.8 µM; CRF-induced calcium fluorescence; AID 588475, 2011; 350,000 compounds, 0.59% hits;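 active means inhibition of the ligand-induced calcium signal above about 50% at the single tested concentration, limit read from the data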
MEKK3 PB1 HTS = modulators of MEKK3-MEK5 PB1 binding, primary screen, biochemical, wildtype MEKK3, multiplex bead flow cytometry, Alexa488-MEK5. 290,000 compounds, 1.4% hits. bead-based flow cytometry, Alexa488-MEK5 binding to MEKK3; actives lie on both sides; 0 = blocked by unlabeled MEK5, 100 = vehicle. Mitogen-activated protein kinase kinase kinase 3 (Homo sapiens), Q99759. binding response (% of control), % at 10 µM. AID 1529, 2009;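 active means binding response more than 3 SD above or below the average of its plate-row segment, actives on both sides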;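 further: Alexa488 bead fluorescence after subtracting the streptavidin-only scavenger bead signal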
The depositor's hits bear a star; · = no result given; [ ] = dose if it differs, or a comment.

Results follow in this order: PHOSPHO1 inh	MEKK3 PB1 HTS	IDE inh	pCIP destab	GalR3 antag	IDE cell activ	CRFBP-R2 agonist	CHRM4 PAM	CRFBP-R2 block
O=C(N/N=C/c1cc(Br)ccc1O)c1ccncc1
  23.9	93.0	4.2	-7.7	-5.4	0.2	6.1	7.0	-13.3
COc1c(Cl)ccc(Cl)c1C(=O)NCc1ccco1
  24.1	104.0	2.4	5.0	-1.8	-4.1	-7.2	4.0	16.4
Cc1c(NC(=O)Nc2ccc(C#N)cc2)c(=O)n(-c2ccccc2)n1C
  28.4	108.0	8.6	-5.7	-9.4	1.0	-0.1	-2.0	-5.3
CCCCN(C1CCS(=O)(=O)C1)S(=O)(=O)c1ccc(C(C)C)cc1 (stereo unspecified)
  ·	·	5.4	·	-1.8	-0.5	-0.9	6.2	7.3
CCCCC(=O)NC(=S)NNC(=O)CC#N
  95.4*	107.0	-1.3	-14.0	0.6	-15.2	0.8	-0.5	-8.9
O=C(CS(=O)(=O)c1ccc(Cl)cc1)NCCS(=O)(=O)c1ccc(Cl)cc1
  35.9	95.0	-0.8	5.1	1.4	6.1	-0.5	6.6	5.1
O=C1CNC(=S)N1CCc1ccc(Cl)cc1
  32.7	103.0	1.4	-29.7	-7.1	2.6	-1.4	-8.5	6.1
CSc1ncc(C(=O)Nc2ccc(Cl)cc2)c(C)n1
  38.1	106.0	-3.6	-11.6	-3.4	-0.5	0.9	-19.1	-14.2
CC(C)(C)/C(O)=C/c1nc2cc(Cl)ccc2oc1=O
  27.3	103.0	-2.7	-12.8	-1.9	5.2	-0.1	-0.8	-12.7
CCC1(c2ccccc2)NC(=O)N(CC(=O)NCc2ccc(F)cc2)C1=O (stereo unspecified)
  23.0	98.0	-7.9	7.6	-9.4	3.9	-0.3	-5.2	1.9
CCn1c(SCC(N)=O)nnc1C(C)C
  -7.5	92.0	0.2	2.9	-0.8	2.5	4.6	2.0	-12.3
O=C(CN1CCCCCC1)Nc1ccccc1F
  28.1	104.0	4.5	-4.0	-1.8	4.2	0.9	-6.8	1.1
COc1cc(C)c(Br)cc1S(=O)(=O)NCc1cccs1
  38.3	109.0	-3.8	-11.3	-4.0	3.6	-2.2	-2.4	-45.9
COc1ccc(/C=C/CN2CCN(Cc3ccc(F)cc3)C(CCO)C2)cc1 (stereo unspecified)
  28.8	96.0	1.6	-15.7	-4.6	-2.2	2.3	-8.5	-33.7
CCOC(=O)CN1C(=O)N[C@@H](c2cccc(F)c2)C(C(C)=O)=C1C
  ·	104.0	-2.4	·	-4.3	2.1	-1.8	-1.0	-3.8
Fc1ccc(N2N=C(c3cccs3)CC2c2ccccc2)cc1 (stereo unspecified)
  -3.0	103.0	3.1	-14.7	-4.9	2.8	11.1	4.2	-28.1
Cc1nc(C)c(C(=O)OCC(=O)N2CCN(c3ccccc3)CC2)s1
  17.3	101.0	3.0	-3.7	-1.2	0.3	-0.4	3.0	-7.3
Cc1nc2cc(Cl)ccc2n1CCO
  32.9	100.0	-5.7	5.9	-6.0	-4.6	-1.3	5.8	2.7
O=c1cc2c(nn1Cc1ccc(Cl)cc1)-c1ccccc1CC2
  11.3	104.0	5.0	3.9	-5.0	0.9	-1.0	8.7	-3.5
CSCC[C@H](NC(=O)OC(C)(C)C)C(=O)NCC1CCC(C(=O)O)CC1 (stereo partly specified)
  15.9	106.0	0.8	-0.8	-4.9	8.7	0.2	-0.9	8.7
Cc1cc(NC(=O)c2noc3c2CCCC3)nn1Cc1ccc(Cl)cc1
  18.4	100.0	-2.1	-14.5	-11.2	-3.4	-0.7	-2.0	-36.2
O=C(c1ccc(F)cc1)N1CCN(C2CCCCC2)CC1
  29.0	104.0	·	-9.1	-2.8	0.7	0.9	1.1	-11.5
CCN(CC)CCCN=Cc1c(O)n(-c2c(C)cccc2C)c(=O)c2ccccc12
  40.3	104.0	1.6	-10.1	-4.4	·	-1.2	-0.4	-9.9
CCCn1c(=N)c(C(=O)NCc2ccc3c(c2)OCO3)cc2c(=O)n3cccc(C)c3nc21
  1.5	107.0	7.4	5.0	-4.0	1.4	-1.4	-3.7	-25.6
CCCS(=O)(=O)N1CCCC(C(=O)Oc2ccc(Cl)cc2)C1 (stereo unspecified)
  ·	101.0	0.7	1.8	-7.7	-3.6	0.6	-1.9	-2.1
CN1C(=O)C2(NC(=O)c3ccccc3N2C)c2ccccc21 (stereo unspecified)
  5.0	98.0	4.8	2.8	-3.8	2.3	-1.5	-9.4	14.8
CCCCn1c(SCC(=O)N2CC(=O)Nc3ccccc32)nnc1-c1ccoc1C
  27.7	101.0	-3.1	0.1	2.4	-1.3	-1.7	6.4	4.3
Cc1ccc(S(=O)(=O)c2nc(S(C)(=O)=O)sc2N2CCC3(CC2)OCCO3)cc1
  37.7	104.0	-2.0	-10.0	1.1	-0.2	-3.0	2.2	2.7
CCOC(=O)C(C(=O)OCC)N(C#N)c1nc(SC)nc(N(C)C)n1
  15.4	97.0	2.9	-5.8	-5.7	-1.7	-1.2	-0.1	6.3
CCCCN(C)C(=O)C1CCCN(S(=O)(=O)c2ccc3c(c2)CC(C)N3C(=O)C2CC2)C1 (stereo unspecified)
  52.8	105.0	3.2	-2.6	-5.1	3.8	-0.6	-3.7	-3.1
C/C(=N\O)c1ccn(S(=O)(=O)c2ccc(Cl)cc2)c1
  46.5	100.0	3.0	3.6	-3.8	6.5	-3.7	-21.5	26.9
Nc1ccccc1N=Cc1ccc(-c2cccc(Cl)c2)o1
  28.5	105.0	5.7	-0.3	3.3	-5.0	36.1	-7.0	-151.9
O=C1c2cccnc2C(Nc2ccc(Cl)cc2)N1Cc1cccs1 (stereo unspecified)
  -25.8	75.0*[inhibitor]	4.7	6.1	-7.8	1.8	-0.4	-2.2	-20.3
CC(C)CC(NC(=O)OC(C)(C)C)c1cn([C@@H](Cc2ccc(O)cc2)C(=O)N2CCN(C(=O)OC(C)(C)C)CC2)nn1 (stereo partly specified)
  5.1	99.0	5.4	-0.2	-6.5	2.5	-1.1	2.5	3.3
CCOC(=O)CNC(=O)c1sc(NC(=O)c2cccc(F)c2)nc1C
  5.0	97.0	0.4	-7.5	-4.0	-1.1	-1.5	-2.0	10.3
CN1CCN(C(=O)CCN2C(=O)S/C(=C/c3ccc(Cl)cc3)C2=O)CC1
  17.0	90.0	-4.4	5.6	0.5	-0.1	-1.3	-1.0	-15.3
Cc1ccccc1/C=C/c1nc2ccccc2c(=O)n1CCc1ccccc1
  6.0	98.0	9.0	4.7	-1.8	6.6	3.9	6.3	-34.0
CCOC(=O)N1CCN(S(=O)(=O)c2ccc(OCC)c(C)c2)CC1
  -17.4	103.0	3.1	-7.8	0.8	2.2	-1.4	3.8	0.6
CCn1cc(C(=O)OCC(=O)OC2CC(C)CCC2C(C)C)c(=O)c2ccc(C)nc21 (stereo unspecified)
  -10.4	110.0	1.0	-11.3	-5.8	-5.2	2.3	-10.5	11.3
COc1ccc(C)cc1NC(=O)C1CCN(C(=O)c2ccc(C(C)(C)C)cc2)CC1
  5.8	100.0	5.5	-7.3	-8.8	2.1	0.2	4.7	-5.4
CCCCn1nc2cc(C(=O)NCc3ccc(C(F)(F)F)cc3C(F)(F)F)ccc2c1OCC
  15.3	104.0	-1.7	1.7	-9.0	4.8	1.0	12.3	4.1
Cc1ccc(OCc2nnc(SCC(=O)N3C(C)CCCC3C)o2)cc1 (stereo unspecified)
  -15.8	99.0	6.0	6.2	-10.3	-1.9	-0.1	-4.5	-1.7
NC(=O)c1ccccc1NC(=O)Nc1ccc(F)c(Cl)c1
  32.3	101.0	-3.0	-14.6	-5.5	1.8	1.7	-4.1	-15.6
Cc1cc(=O)oc2c(C)c(OC(C)C(=O)NCc3ccccn3)ccc12 (stereo unspecified)
  12.0	103.0	3.6	10.7	-8.2	-1.6	5.1	-4.0	10.8
Cc1onc(-c2c(F)cccc2Cl)c1C(=O)N1CCCC1
  ·	·	·	·	-4.7	5.9	-1.5	-4.1	3.6
COc1ccc(CCNCC(=O)N2C(C)CCCC2C)cc1OC (stereo unspecified)
  22.6	100.0	1.2	-2.8	-3.3	4.1	1.6	6.0	8.7
COc1cc(OC)c(NC(=S)Nc2cccc(C(C)=O)c2)cc1Cl
  26.2	106.0	0.9	1.2	0.7	1.4	0.6	12.3	-3.0
CN(C)S(=O)(=O)c1ccc(N2CCCC2)c(C(=O)NCc2ccccc2)c1
  21.0	100.0	3.0	-17.7	0.1	4.0	-0.4	0.9	20.7
O=C1NCCCC1C(=O)Nc1ccccn1 (stereo unspecified)
  -2.7	101.0	-2.5	4.1	4.2	-3.8	0.6	6.4	-8.1
O=C(CCSc1nc(-c2ccco2)cc(C(F)(F)F)n1)N1CCCc2ccccc21
  0.2	101.0	-3.6	-2.2	-2.6	1.9	-0.2	1.7	2.2

(continued)
Results follow in this order: PHOSPHO1 inh	MEKK3 PB1 HTS	IDE inh	pCIP destab	GalR3 antag	IDE cell activ	CRFBP-R2 agonist	CHRM4 PAM	CRFBP-R2 block
CCNC(=O)NC(=O)CSc1ccc(S(=O)(=O)N2CCCCC2)cn1
  ·	·	3.6	·	-6.8	-0.2	-1.6	-3.3	-14.1
COc1ccc(N2CCN(C(CNC(=O)c3cccc(Cl)c3)c3cccnc3)CC2)cc1 (stereo unspecified)
  2.3	104.0	7.4	2.9	-0.9	0.3	-1.5	-3.4	3.1
COc1cc(C2CC(=O)Oc3cc(O)ccc32)cc(OC)c1OC (stereo unspecified)
  ·	·	·	·	-4.0	6.0	-3.0	-4.1	5.7
Cc1ccc(-n2c(SCC(=O)Nc3ccc(C(=O)O)cc3)nnc2-c2ccncc2)cc1
  11.9	83.0	5.3	-0.2	-3.5	1.7	0.2	-2.3	-17.1
CCOC(=O)C1C(c2ccccc2O)NC(=O)NC1(O)C(F)(F)F (stereo unspecified)
  20.0	102.0	0.3	-4.9	-9.0	1.2	-0.5	0.1	5.3
Cc1sc(NC(=O)CSc2nnc3scc(-c4ccccc4)n23)c(C#N)c1C
  10.1	106.0	-0.3	0.8	-6.4	7.1	0.3	7.7	4.0
N#CCc1ccc(Oc2ncccn2)cc1
  ·	95.0	-3.9	-12.8	-5.6	5.8	0.1	-5.2	2.3
COCCSc1nnc(NC(=O)c2ccc3c(c2)OCO3)s1
  8.4	67.0	5.0	-0.5	-9.0	-0.8	-1.4	9.1	-5.7
CCCCOc1ccc(C(=O)NCC(=O)NCC(=O)OCC)cc1
  18.0	106.0	6.9	-6.4	-3.1	0.6	-1.5	4.5	16.9
CCCCCc1ccc(S(=O)(=O)NCCc2ccncc2)cc1
  1.0	102.0	-0.3	-0.6	-9.7	-2.3	-7.3	-5.9	-2.7
